# Bioassay records: PubChem, Southern Research Specialized Biocontainment Screening Center
# M. tuberculosis = growth inhibition of non-replicating M. tuberculosis (AID 488890). Mycobacterium tuberculosis non-replicating, growth inhibition; higher % means a stronger effect. inhibition, % at 25 µM, or IC50 in µM where a hit was titrated. 0.39% of 320,000 active; in the data active = a potency from the dose series; inconclusive = inhibition mostly from about 82% at the one dose, without a potency; inactive = the rest, 99 in 100 with inhibition below about 76%;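 also: plate controls were DMSO cells for no effect and high antibiotic wells for full effect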
# H37Rv inhibition = M. tuberculosis growth inhibition, HTS (AID 449762) | inhibition, % at 25 µM; hits with a dose series show IC50 in µM | M. tuberculosis H37Rv growth inhibition, 7H9 media; higher % means a stronger effect | 0.59% of 330,000 active; in the data active = a potency from the dose series; inconclusive = inhibition above about 70% without an active follow-up result;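 also: bacterial growth assessed after seven days of incubation; strong numbers were not always called active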
# H1N1 NS1A inhibition = NS1A inhibition, H1N1 influenza, cell based functional assay (AID 504329); NS1A functional cell-based assay, percent inhibition; higher % means a stronger effect; inhibition, % at 12.5 µM, or IC50 in µM where a hit was titrated; 0.3% of 340,000 active; in the data active = a potency from the dose series; inconclusive = inhibition above about 27% without an active follow-up result; also: strong numbers were not always called active
# VEEV TC-83 Vero = inhibitors of VEEV TC-83 cytopathic effect, confirmation, Vero cells (AID 588727) | Vero cells, VEEV TC-83 cytopathic effect inhibition; higher % means a stronger effect | inhibition, % at 20 µM, or IC50 in µM where a hit was titrated | 0.13% of 350,000 active; in the data active = a potency from the dose series; inconclusive = inhibition mostly from about 14% at the one dose, without a potency; inactive = the rest, 99 in 100 with inhibition below about 12%; also: strong numbers were not always called active
# PhoP GFP inhibition = PhoP regulon inhibitors, Salmonella typhi PhoP promoter GFP reporter, confirmatory (AID 1850). Salmonella Typhi PhoP-promoter GFP reporter, fluorescence, 4 h; higher % means a stronger effect. one-dose inhibition, % at 50 µM; IC50 in µM for titrated hits. 0.33% of 310,000 active; in the data active = a potency from the dose series; inconclusive = inhibition mostly from about 25% at the one dose, without a potency; inactive = the rest, 99 in 100 with inhibition below about 19%;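 also: 0% = induced wells with vehicle and 100% = uninduced wells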
# VEEV TC-83 Vero 10K pilot screen = further read-out of VEEV TC-83 Vero, marked with its call; inhibition, %; measured here: 10K pilot screen inhibition
# Numbers without * were called inactive; i = inactive; ? = inconclusive; . = not tested or not shown.
# A first look:
SMILES,M. tuberculosis,H37Rv inhibition,H1N1 NS1A inhibition,VEEV TC-83 Vero,PhoP GFP inhibition,others
CCOC(=O)c1c2c(n(C)c1C)C(=O)C(=O)c1ccc(Br)cc1-2,?,.,0%,12%,-14%,
CCOC(=O)/C(C#N)=C/c1cccn1-c1ccc(Cl)cc1,-6%,-1%,.,i,-7%,
O=C1CCc2cc(S(=O)(=O)NCc3ccccc3Cl)cc3c2N1CC3,-16%,-7%,7%,?,8%,
Cc1nnsc1-c1nnc(SCC(=O)c2ccc(C#N)cc2)n1C1CC1,11%,6%,-17%,i,-1%,

# The listing, from the start:
SMILES,M. tuberculosis,H37Rv inhibition,H1N1 NS1A inhibition,VEEV TC-83 Vero,PhoP GFP inhibition,others
CCOC(=O)c1c2c(n(C)c1C)C(=O)C(=O)c1ccc(Br)cc1-2,?,.,0%,12%,-14%,
CCOC(=O)/C(C#N)=C/c1cccn1-c1ccc(Cl)cc1,-6%,-1%,.,i,-7%,
O=C1CCc2cc(S(=O)(=O)NCc3ccccc3Cl)cc3c2N1CC3,-16%,-7%,7%,?,8%,
Cc1nnsc1-c1nnc(SCC(=O)c2ccc(C#N)cc2)n1C1CC1,11%,6%,-17%,i,-1%,
CCCCCC(=O)Nc1ccc(S(=O)(=O)Nc2nccc(C)n2)cc1,7%,17%,-1%,0.7%,-2%,
Oc1ccc(/C=N/Nc2ncnc3c2ncn3Cc2ccccc2)cc1O,-15%,9%,0%,0.4%,-6%,
CCC(CO)Oc1cc(NCc2cccc(O)c2)c2ncn(C(C)C)c2c1 (configuration not stated),11%,2%,8%,3.6%,.,
COc1ccc(S(=O)(=O)NC2CCCCC2)cc1C,-1%,3%,5%,0.3%,2%,
CSc1ncccc1C(=O)NC(C)CCc1ccccc1 (configuration not stated),7%,11%,21%,0.6%,2%,
O=C(CC(C(=O)O)C1CCCO1)Nc1cccc(C(F)(F)F)c1 (configuration not stated),-2%,-14%,-4%,1.3%,-6%,
Cc1ccc(S(=O)(=O)N(CC(=O)N2CCN(c3ccc(F)cc3)CC2)C2CCCCC2)cc1,24%,0%,-2%,i,1%,VEEV TC-83 Vero 10K pilot screen=0.7
O=C(COC(=O)CSCC(=O)N1CCCCC1)NCc1ccc(F)cc1,4%,1%,-2%,1.0%,4%,
Cn1ccnc1-c1nc2ccccc2[nH]c1=O,8%,3%,-1%,i,0%,
Clc1ccc(Nc2cc(-c3ccccc3)nc3ncnn23)cc1,4%,10%,.,2.9%,-5%,
Cc1ccc(CN(Cc2cc3cccc(C)c3[nH]c2=O)C(=O)N(C)C)cc1,8%,2%,10%,8.3%,11%,
COc1ccccc1C(=O)NCCC(=O)N1CC=C(c2ccccc2)CC1,44%,-4%,7%,1.9%,4%,
CC1=CCC[C@H]2[C@H](C1)C(=O)C[C@@H](C)[C@]2(C)CC/C(=C/CO)CO,14%,-2%,7%,i,.,
C=CCNC(=O)c1onc(CSc2ccccc2CC)c1C(=O)O,11%,0%,-7%,1.1%,-6%,
Cc1ccc(NS(=O)(=O)c2cc(C(=O)N3CCN(CCO)CC3)ccc2C)cc1,-14%,1%,-14%,1.5%,.,
CCCCS(=O)(=O)N1CCN(S(=O)(=O)c2ccc(Cl)s2)CC1,-1%,2%,-5%,1.3%,-1%,
O=C(CCc1ccncc1)N1CCCC(Nc2ccc(F)cc2)C1 (configuration not stated),-17%,-10%,-5%,2.5%,-8%,
CCN(CC)CCOc1ccc(/C(=C(\Cl)c2ccccc2)c2ccccc2)cc1,2%,?,9%,i,-3%,
C#CCOCCOCCOCCNc1nc(N2CCN(C(=O)C([C@@H](C)CC)n3cc(C(N)CO)nn3)CC2)nc(N2CCN(C(=O)[C@H](CCC(=O)O)n3cc(C(N)CC(C)C)nn3)CC2)n1 (some centres not stated),-1%,6%,-4%,i,13%,
O=C(NCC1CC1)c1ccccc1Cl,-7%,-1%,-1%,i,-4%,
O=C(CCNC(=O)C1CCN(S(=O)(=O)c2ccccc2)CC1)NCc1cccc(C(F)(F)F)c1,5%,-3%,-10%,i,-3%,
Cc1cc(C)nc(SCNC(=O)c2ccc(Cl)cc2)n1,14%,-8%,4%,3.1%,-4%,
CC(NC(=O)CN1C(=O)NC(C)(C2CC2)C1=O)c1ccc(F)cc1 (configuration not stated),.,.,-9%,0.8%,.,
O=C(O)C[C@H]1c2ccccc2S(=O)(=O)N1c1ccccc1,-6%,6%,-7%,0.1%,-12%,
CCCCCNC(=O)c1ccc2c(=O)n(CC3CCCO3)c(=O)[nH]c2c1 (configuration not stated),1%,-3%,3%,0.3%,2%,
Cc1nnc(SCC(=O)Nc2ccc([N+](=O)[O-])cc2)n1C,2%,8%,1%,i,0%,
COc1ccccc1CNc1nc2ccccc2n1CCN1CCCCC1,41%,9%,-19%,i,9%,
COc1ccc(-n2ncc3c(=O)n(CC(=O)Nc4ccc5c(c4)OCCO5)cnc32)cc1,-10%,5%,-22%,0.1%,3%,
CCCNS(=O)(=O)c1ccc(C(=O)NCC2CCCO2)cc1 (configuration not stated),-11%,0%,5%,0.7%,-7%,
COc1ccc(-c2nc(-c3ccccc3)nc(N3CCN(C)CC3)c2C#N)cc1,61%,?,24%,i,5%,
CCOc1ccc2oc(C(=O)NC(C)(C)CC)c(C)c2c1,75%,?,-5%,2.0%,-3%,
C/C(=C\c1ccccc1)C(=O)NCCc1ccccc1,70%,-1%,-9%,1.2%,-6%,
COc1cc(N)c2ncsc2c1,.,.,1%,0.4%,.,
C=CCc1cccc(/C=N/NC(=O)c2ccc3nc[nH]c3c2)c1O,-8%,0%,0%,14%,-8%,
O=C(COc1nncc2ccccc12)Nc1ccc(F)c(F)c1,9%,6%,-3%,0.7%,8%,
CCOC(=O)c1c(NC(=O)CN2CCCc3ccccc32)sc(C)c1C,32%,6%,-4%,5.0%,-5%,
Cc1ccccc1NC(=O)CN1C(=O)NC(C)(CCc2ccccc2)C1=O (configuration not stated),-2%,-5%,7%,1.6%,-8%,
COc1cc(/C=N/Nc2nc(-c3ccc(S(=O)(=O)N(C)C)cc3)cs2)ccc1O,22%,-10%,-9%,11%,5%,
Cn1c(=O)n(Cc2ccccc2)c(=O)c2c1nc1n2CCN1Cc1ccco1,5%,-1%,1%,3.2%,-2%,
Cc1cc(NC(=S)N(Cc2ccc(Cl)cc2)Cc2ccc(C(=O)O)cc2)ccc1Cl,26%,5%,-3%,2.9%,3%,
COc1ccc(/C=N/NC2=NCCCCC2)cc1,4%,1%,-3%,0.3%,23%,
COc1ccc(/C=C2/C(=O)NC(=S)N(C3CC3)C2=O)cc1CN1C(=O)c2ccccc2C1=O,25%,3%,-6%,0.6%,-11%,
O=C(Nc1ccc(N2CCN(C(=O)c3ccccc3)CC2)cc1)c1ccc(Br)o1,65%,?,-16%,9.2%,4%,
O=C(COC(=O)c1ccc2ccccc2c1O)NCc1ccccc1,-8%,6%,-2%,0.2%,.,
Cc1ccc(C2(C)NC(=O)N(CC(=O)N3CCN(S(=O)(=O)c4ccc(Cl)s4)CC3)C2=O)cc1 (configuration not stated),17%,59%,-1%,4.9%,-5%,
CC(=O)c1cccc(NC(=O)Nc2ccc(C(=O)N3CCOCC3)cc2)c1,-3%,-11%,5%,4.4%,-4%,
# (more compounds)
SMILES,M. tuberculosis,H37Rv inhibition,H1N1 NS1A inhibition,VEEV TC-83 Vero,PhoP GFP inhibition,others
Cc1cccc(NC(=S)NNC(=O)c2csc3c2CCC(C)C3)c1 (configuration not stated),59%,14%,-4%,i,8%,
CCC1Oc2ccc(C)cc2N(CC(=O)NCCCN2CCCCC2C)C1=O (configuration not stated),-3%,-4%,-3%,i,-6%,
O=C(CNc1cccc(S(=O)(=O)N2CCOCC2)c1)Nc1ccc(C(F)(F)F)cc1,1%,?,0%,8.7%,4%,
COc1cc(C(=S)N2CCCC2)ccc1OC(=O)c1ccc(Cl)cc1[N+](=O)[O-],?,?,15%,0.8%,15%,
CCn1c(=O)[nH]c(=O)c2c(N)c(C(=O)c3ccccc3OC)sc21,-1%,0%,14%,3.6%,-11%,
COC(=O)/C=C/c1cnc[nH]1,5%,1%,-3%,0.6%,-15%,
Nc1nnc(SCC(=O)c2ccc([N+](=O)[O-])cc2)s1,14%,-7%,12%,1.4%,-15%,
CCCCN(C(=O)C1=COCCO1)c1c(N)n(CCCC)c(=O)[nH]c1=O,3%,-2%,5%,0.6%,8%,
Cc1cn([C@H]2C[C@H](O)[C@@H](CCC(=O)NCc3ccccc3)O2)c(=O)[nH]c1=O,.,.,5%,0.8%,.,
O=C(O)CC(CC(=O)Nc1ccc(Oc2ccccc2)cc1)c1ccccc1 (configuration not stated),-11%,-13%,-16%,1.8%,2%,
CCOc1ccc(CN(C)CC(=O)c2c(N)n(Cc3ccccc3)c(=O)n(CC)c2=O)cc1OC,26%,-2%,1%,2.1%,0%,
CCOC(=O)C1(CC2CCCCO2)CCN(C(=O)Nc2ccc(C)c(C)c2)CC1 (configuration not stated),5%,-1%,-21%,1.4%,3%,
CCOc1ccccc1NC(=O)NCCN1CCCCC1,-9%,4%,-4%,i,-1%,
CCCCNCc1cccn1-c1ccccc1,-5%,7%,-1%,i,-29%,
COc1ccc(CCNC(=O)CN(c2ccccc2OC)S(C)(=O)=O)cc1,-13%,-4%,-1%,0.2%,13%,
O=c1cc(CO)oc(CN2CCN(c3ccccc3F)CC2)c1O,3%,-4%,7%,1.5%,2%,
O=C(NCc1ccccn1)Nc1ccc(F)c(Cl)c1,-2%,-17%,-7%,1.3%,-8%,
CCC(=O)N1CCc2cc(S(=O)(=O)NCCC(=O)N3CC=C(c4ccccc4)CC3)ccc21,23%,-3%,-2%,0.1%,11%,
O=c1oc2ccccc2c(O)c1Sc1c(O)c2ccccc2oc1=O,.,.,-19%,3.9%,.,
Cc1ccc(S(=O)(=O)NC2CC(C)(C)NC(C)(C)C2)cc1C,9%,-1%,-22%,0.2%,-2%,
CN(C)c1cccc(NC(=O)c2cccc3ccccc23)c1,24%,-1%,8%,0.4%,7%,
CC(=O)Oc1ccc(C23CC4CC(CC(C4)C2)C3)cc1C(=O)O,28%,-8%,.,.,-10%,
CN(C(=O)C(C)(C)C)c1ccc(OCC(=O)N2CCc3ccccc3C2)cc1,2%,0%,4%,i,6%,
O=C1c2cccc3cccc(c23)C(=O)N1CCN1CCN(C(=S)Nc2ccccc2)CC1,0%,0%,10%,1.1%,-13%,
O=C(Nc1ccc(-c2csc(Nc3ccc(Cl)cc3)n2)cc1)c1ccccc1,26%,7%,-3%,9.4%,.,
O=C(NCc1ccccc1)C(=O)c1cn(CC(=O)N2CCOCC2)c2ccccc12,2%,-2%,-3%,1.2%,-1%,
CN(CC(=O)N1CC=C(c2ccccc2)CC1)S(=O)(=O)c1ccc2c(c1)c(=O)n(C)c(=O)n2C,.,-8%,9%,7.0%,-8%,
CCN(CC(=O)NCc1ccc(F)cc1)C(=O)c1cccc(S(=O)(=O)N(C)c2ccc(OC)cc2)c1,.,.,-11%,8.2%,.,
Cc1ccc(CS(=O)(=O)Cc2ccc(C(=O)NCCCN3CC(C)CC(C)C3)o2)cc1 (configuration not stated),5%,12%,10%,i,-22%,
COc1ccc(CCN(Cc2nc3ccccc3c(=O)[nH]2)C(=O)c2ccco2)cc1,8%,-2%,5%,4.0%,2%,VEEV TC-83 Vero 10K pilot screen=3.2

# Part of the list above in order of formula weight, lowest first.
SMILES,M. tuberculosis,H37Rv inhibition,H1N1 NS1A inhibition,VEEV TC-83 Vero,PhoP GFP inhibition,others
O=C(COC(=O)c1ccc2ccccc2c1O)NCc1ccccc1,-8%,6%,-2%,0.2%,.,
O=C1CCc2cc(S(=O)(=O)NCc3ccccc3Cl)cc3c2N1CC3,-16%,-7%,7%,?,8%,
COc1ccc(CCN(Cc2nc3ccccc3c(=O)[nH]2)C(=O)c2ccco2)cc1,8%,-2%,5%,4.0%,2%,VEEV TC-83 Vero 10K pilot screen=3.2

# The list continues.
SMILES,M. tuberculosis,H37Rv inhibition,H1N1 NS1A inhibition,VEEV TC-83 Vero,PhoP GFP inhibition,others
COc1cccc(C(=O)NNC(=O)C(=O)Nc2cccc(Cl)c2C)c1,?,?,4%,0.5%,11%,
COc1ccc(CN(C)C(=O)c2cnc(C)cn2)c(OC)c1OC,-10%,-3%,2%,1.2%,5%,
O=C1c2ccccc2C(O)N1Cc1ccccc1 (configuration not stated),21%,-5%,14%,0.2%,3%,
COc1ccc(C(=O)C2CCCN(C(=O)c3ccc4nccnc4c3)C2)c(C)c1 (configuration not stated),-3%,-2%,1%,i,1%,
COC1OC2COC(c3ccccc3)OC2C(OC(C)=O)C1OC(C)=O (configuration not stated),.,.,-1%,0.2%,.,
CCOC(=O)c1c2c(n(Cc3ccccc3)c1C)C(=O)C(=O)c1ccccc1-2,.,.,18%,1.0%,.,
